# H37Rv inhibition: M. tuberculosis growth inhibition, HTS (AID 449762); hit rate 0.59% among 330,000; M. tuberculosis H37Rv growth inhibition, 7H9 media; higher % means a stronger effect; inhibition, % at 25 µM; hits with a dose series show IC50 in µM; in the data active = a potency from the dose series; inconclusive = inhibition above about 70% without an active follow-up result;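 note: bacterial growth assessed after seven days of incubation; strong numbers were not always called active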
# M. tuberculosis: growth inhibition of non-replicating M. tuberculosis (AID 488890). Mycobacterium tuberculosis non-replicating, growth inhibition; higher % means a stronger effect. inhibition, % at 25 µM, or IC50 in µM where a hit was titrated. hit rate 0.39% among 320,000; in the data active = a potency from the dose series; inconclusive = inhibition mostly from about 82% at the one dose, without a potency; inactive = the rest, 99 in 100 with inhibition below about 76%;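 note: plate controls were DMSO cells for no effect and high antibiotic wells for full effect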
# VEEV TC-83 Vero: inhibitors of VEEV TC-83 cytopathic effect, confirmation, Vero cells (AID 588727). inhibition, % at 20 µM; hits with a dose series show IC50 in µM. hit rate 0.13% among 350,000. Vero cells, VEEV TC-83 cytopathic effect inhibition; higher % means a stronger effect; in the data active = a potency from the dose series; inconclusive = inhibition mostly from about 14% at the one dose, without a potency; inactive = the rest, 99 in 100 with inhibition below about 12%; note: strong numbers were not always called active
# influenza NS1A: NS1A inhibition, H1N1 influenza, cell based functional assay (AID 504329) | NS1A functional cell-based assay, percent inhibition; higher % means a stronger effect | inhibition, % at 12.5 µM, or IC50 in µM where a hit was titrated | hit rate 0.3% among 340,000; in the data active = a potency from the dose series; inconclusive = inhibition above about 27% without an active follow-up result; note: strong numbers were not always called active
# Salmonella PhoP GFP: PhoP regulon inhibitors, Salmonella typhi PhoP promoter GFP reporter, confirmatory (AID 1850); one-dose inhibition, % at 50 µM; IC50 in µM for titrated hits; hit rate 0.33% among 310,000; Salmonella Typhi PhoP-promoter GFP reporter, fluorescence, 4 h; higher % means a stronger effect; in the data active = a potency from the dose series; inconclusive = inhibition mostly from about 25% at the one dose, without a potency; inactive = the rest, 99 in 100 with inhibition below about 19%;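 note: 0% = induced wells with vehicle and 100% = uninduced wells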
# VEEV TC-83 Vero 10K pilot screen: further read-out of VEEV TC-83 Vero, marked with its call; inhibition, %; measured here: 10K pilot screen inhibition
# Active calls of the source: *; i = inactive; ? = inconclusive; . = not tested or not shown.
SMILES,H37Rv inhibition,M. tuberculosis,VEEV TC-83 Vero,influenza NS1A,Salmonella PhoP GFP,others
COc1cc(/C(C)=C/c2ccccc2)c2c(c1)oc1ccccc12,5%,8%,.,.,-8%,
COc1ccc(NC(=S)N2CCN(C(=O)c3ccco3)CC2)cc1OC,-4%,-10%,2.5%,10%,-4%,
Cc1nonc1C1CCCN1Cc1cn[nH]c1-c1ccc(-c2ccccc2)cc1 (stereo unspecified),-3%,27%,4.3%,-7%,1%,
O=C(CCCn1c(SCc2ccccc2F)nc2ccccc2c1=O)NCC1CCCO1 (stereo unspecified),6%,-5%,8.6%,-6%,9%,
CCOC(=O)C(=O)Nc1cc(C)nn1-c1nc2ccccc2[nH]1,14%,.,1.6%,11%,1%,
CCC(Oc1nc2ccccc2nc1-c1ccccc1NC(C)=O)C(=O)c1ccccc1 (stereo unspecified),4%,2%,0.5%,-16%,-7%,
CCN(CCCNC(=O)CNC(=O)c1nn(-c2ccc(OC)cc2OC)c(=O)c2ccccc12)c1cccc(C)c1,1%,-11%,0.8%,-2%,-13%,
O=C(Nc1nc2c(s1)CCCC2)Oc1ccccc1,-2%,11%,2.9%,7%,4%,
Cc1nc2ccccc2c(C(=O)O)c1-c1ccccn1,.,.,1.7%,-19%,.,
COC(=O)/C=C1\NCCSC1=O,-6%,-32%,0.6%,-12%,12%,
CCOC(=O)c1nnc(-c2ccccc2)nc1Oc1ccc(Cl)cc1,?,?,6.5%,1%,-5%,
Cc1cccc(/C=N/NC(=O)c2ccc(NC(=O)c3cccc(Cl)c3)cc2)n1,6%,-6%,1.6%,0%,-1%,
N#C/C(=C\c1cccc([N+](=O)[O-])c1)C(=O)NCC1CCCO1 (stereo unspecified),-4%,7%,1.2%,6%,-16%,
Cc1ccccc1NC(=O)c1nn(C)c(C(=O)Nc2ccccc2C)c1[N+](=O)[O-],1%,6%,0.2%,-1%,3%,
O=C(CC(Cc1ccccc1)C(=O)O)Nc1ccc(Cl)c(Cl)c1 (stereo unspecified),3%,-7%,0.9%,-15%,4%,
CN1CCN(C(=O)C2CCC(C)(C(=O)O)C2(C)C)CC1 (stereo unspecified),1%,-9%,0.3%,5%,-11%,
O=[N+]([O-])c1ccc(N2CCN(c3ccccc3F)CC2)c(S(=O)(=O)N2CCOCC2)c1,1%,-9%,2.3%,12%,0%,
O=C(CN1C(=O)NC2(CCOc3ccccc32)C1=O)Nc1ccc(Br)cc1F (stereo unspecified),-5%,24%,6.6%,-12%,.,
O=C(Nc1nccs1)c1ccc2nccnc2c1,5%,3%,3.7%,4%,-15%,
CN(C)S(=O)(=O)c1cc(NC(=O)Cn2ccsc2=N)ccc1Cl,-2%,-1%,1.3%,-4%,8%,
O=c1[nH]n2c(=O)c3c([nH]c2c1N=Nc1cccc(Cl)c1)CCCC3,?,73%,1.5%,-2%,-2%,
O=C(C1CC1)N1CCc2[nH]c3ccccc3c2C1,-1%,14%,5.9%,0%,5%,
COc1ccc(Cn2cccc(NC(=O)Nc3ccc(F)cc3)c2=O)cc1,-3%,22%,1.4%,1%,8%,
COc1ccc(/C=N/Nc2ncnc3c2[nH]c2ccc(C)cc23)c(OC)c1OC,9%,5%,0.3%,.,6%,
C=CCn1c(SCC(=O)Nc2ccc(F)cc2)nnc1-c1cnccn1,6%,19%,0.9%,11%,0%,

# Overlap with the part before: six entries, followed by the next part.
SMILES,H37Rv inhibition,M. tuberculosis,VEEV TC-83 Vero,influenza NS1A,Salmonella PhoP GFP,others
CN(C)S(=O)(=O)c1cc(NC(=O)Cn2ccsc2=N)ccc1Cl,-2%,-1%,1.3%,-4%,8%,
O=c1[nH]n2c(=O)c3c([nH]c2c1N=Nc1cccc(Cl)c1)CCCC3,?,73%,1.5%,-2%,-2%,
O=C(C1CC1)N1CCc2[nH]c3ccccc3c2C1,-1%,14%,5.9%,0%,5%,
COc1ccc(Cn2cccc(NC(=O)Nc3ccc(F)cc3)c2=O)cc1,-3%,22%,1.4%,1%,8%,
COc1ccc(/C=N/Nc2ncnc3c2[nH]c2ccc(C)cc23)c(OC)c1OC,9%,5%,0.3%,.,6%,
C=CCn1c(SCC(=O)Nc2ccc(F)cc2)nnc1-c1cnccn1,6%,19%,0.9%,11%,0%,
COc1ccc(C(=O)/C=C/c2ccc(O)cc2)c(O)c1C/C=C(\C)CCC=C(C)C,51%,-3%,5.4%,2%,.,
CCOC(=O)c1ccc(NC(=O)c2cccc(C)c2[N+](=O)[O-])cc1,1%,19%,1.4%,10%,-7%,VEEV TC-83 Vero 10K pilot screen=0.9
CCC(C)N1CC(=O)N2Cc3[nH]c4ccccc4c3C[C@H]2C1=O (stereo partly specified),2%,2%,i,17%,-8%,
CCC(=O)Nc1c(S(=O)(=O)c2ccc(C)cc2)c2nc3ccccc3nc2n1C(C)c1ccccc1 (stereo unspecified),-5%,33%,0.6%,-7%,-28%,
COc1ccccc1C(=O)Nc1ccccc1C(=O)NCc1ccco1,0%,27%,8.7%,2%,-10%,
CC1(C(=O)OCC(=O)Nc2nnc(-c3ccccc3)o2)CC1(Cl)Cl (stereo unspecified),?,3.2µM*,2.3%,-5%,-3%,
O=C(NC1CCN(Cc2ccccc2)CC1)c1ccccc1NS(=O)(=O)c1ccc(F)cc1,1%,22%,1.9%,-15%,.,
COc1cccc(-c2nn(-c3ccccc3)cc2/C=C\C(=O)c2cccs2)c1,13%,23%,5.6%,2%,-6%,
NNC(=O)CSc1nnc(-c2ccccc2)n1-c1ccccc1,-2%,11%,1.6%,-6%,8%,
O=C(NNc1ccccc1[N+](=O)[O-])Nc1ccc(Cl)c(Cl)c1,13%,17%,0.2%,-4%,-23%,
COC(=O)c1ccc2[nH]c3cccc(/C(=C/c4ccccc4)c4ccccc4)c3c2c1,-1%,6%,8.7%,-2%,5%,
COCCCNC(=O)CSc1ccsc1[N+](=O)[O-],12%,32%,0.5%,5%,2%,VEEV TC-83 Vero 10K pilot screen=0.1
COc1ccc(C(=O)Nc2nnc(Cc3ccc(OC)c(OC)c3)s2)cc1,11%,28%,0.4%,-2%,9%,
C/C(=N\NC(=O)Cc1ccccc1)c1ccc(Br)s1,3%,-1%,0.5%,-8%,-7%,
CCn1c(CN2CCCCC2)nc2cc(S(=O)(=O)N3CCCCC3)ccc21,3%,13%,0.6%,-5%,.,
CCOC(=O)C1=CN(Cc2cccc(F)c2)S(=O)(=O)N(C)C1c1ccc(C(F)(F)F)cc1 (stereo unspecified),.,.,0.1%,-10%,.,
CCOC(=O)c1ccc(N2CCOCC2)c(NC(=O)COCC(=O)O)c1,-3%,-10%,0.9%,-3%,-2%,
CCOC(=O)c1ccc(NC(=S)N2CCSC2c2ccc(Cl)cc2)cc1 (stereo unspecified),-10%,44%,3.7%,20%,-5%,
CC1Oc2ccccc2N(CC(=O)NCc2cccs2)C1=O (stereo unspecified),-4%,2%,3.0%,-9%,-11%,
Cc1ccc(C)c(N2C(=O)c3cc(N4CCOCC4)c([N+](=O)[O-])cc3C2=O)c1,-5%,-12%,1.5%,12%,-4%,
COc1ccc(N2C(=O)c3ccccc3NC23CCCCC3)cc1,-8%,4%,0.5%,-6%,0%,
N#Cc1c(N)nc2c(c1-c1ccncc1)CCCCC2,11%,9%,i,-19%,-1%,
COc1cccc(C2=CC(c3ccc(OC)c(OC)c3)NC(=S)N2)c1 (stereo unspecified),16%,12%,0.3%,.,9%,
CC1CCCC(C)N1C(=O)COC(=O)c1ccc2c(c1)OCO2 (stereo unspecified),2%,-4%,0.4%,14%,-12%,
COc1ccccc1C(=O)COC(=O)C(NC(=O)Cc1ccccc1)C(C)C (stereo unspecified),9%,12%,2.5%,5%,.,

# As a working copy, 2 of the compounds above.
SMILES,H37Rv inhibition,M. tuberculosis,VEEV TC-83 Vero,influenza NS1A,Salmonella PhoP GFP,others
COc1cc(/C(C)=C/c2ccccc2)c2c(c1)oc1ccccc12,5%,8%,.,.,-8%,
COc1ccc(NC(=S)N2CCN(C(=O)c3ccco3)CC2)cc1OC,-4%,-10%,2.5%,10%,-4%,

# Carrying on:
SMILES,H37Rv inhibition,M. tuberculosis,VEEV TC-83 Vero,influenza NS1A,Salmonella PhoP GFP,others
Cn1ccnc1SCc1cn2cc(Br)ccc2n1,-2%,7%,0.3%,-26%,17%,
CCc1cc2c(=O)c(-c3cscn3)coc2cc1O,-1%,-8%,3.8%,11%,-5%,
COc1ccc(C2=CC(=O)C[C@H](COCc3ccccc3)N(C(=O)OC(C)(C)C)O2)cc1,.,.,1.0%,1%,.,
COc1cc(CNn2cn[nH]c2=S)cc(Cl)c1OCc1ccccc1,-10%,-9%,0.2%,0%,-7%,
COc1cccc(-n2cc(CNC(=O)C3CCC(=O)N(C4CC4)C3)cn2)c1 (stereo unspecified),3%,9%,0.5%,-10%,-1%,
O=C(NCc1cccnc1)C1CC(=O)N(C2CCCCC2)C1 (stereo unspecified),-6%,6%,i,-1%,0%,
COc1ccc(NC(=O)CN(C)C(=O)c2cccc(S(=O)(=O)Nc3ccccc3Cl)c2)cc1,-3%,11%,6.8%,7%,-4%,
Nn1c(Cc2ccccc2F)nnc1SCCOc1ccc(Cl)cc1,-2%,40%,0.4%,-4%,1%,
Cc1cc(S(=O)(=O)NCc2ccccc2)ccc1OCC(=O)N1CCN(C)CC1,5%,6%,0.5%,-5%,7%,
CCOc1cc(NC(=S)NCC2CCCO2)c(OCC)cc1NC(=O)c1cccc(F)c1 (stereo unspecified),1%,?,2.6%,-5%,3%,
CC(CC(=O)Nc1ccc(Cl)c([N+](=O)[O-])c1)c1ccccc1 (stereo unspecified),16µM*,39%,i,4%,2%,VEEV TC-83 Vero 10K pilot screen=0.8
Cc1cc(C)c(OCCN2CCCC2)c(Cl)c1,4%,-4%,i,-14%,-2%,
Cc1ccc(-c2nsc(SCC(=O)Nc3ccc4c(c3)OCO4)n2)cc1,?,?,0.9%,0%,-5%,
Cc1c(Cl)cccc1NC(=S)NNS(=O)(=O)c1ccc([N+](=O)[O-])cc1,-6%,17%,6.9%,1%,0%,
CCOc1ccc(-n2c(=O)c3c(C)c(C(=O)N(C)C)sc3n(CC(=O)Nc3ccccc3F)c2=O)cc1,-2%,-2%,i,5%,1%,
N#CC(Cc1cc2ccccc2n1S(=O)(=O)c1ccccc1)OCc1ccccc1 (stereo unspecified),.,.,3.4%,-6%,.,
Cc1ccc(/C=N/N=C/c2ccc(C)cc2)cc1,-13%,32%,0.8%,-4%,-6%,
Cc1cccc(N2CCN(c3cccc(C)c3)C2c2cccnc2)c1,1%,55%,i,-3%,-8%,

# Bioassay records (PubChem)
